# High-throughput results (PubChem BioAssay)
# NSD2 HMT inh: inhibitors of human histone methyltransferase NSD2; NSD2 peptide methylation, AlphaScreen, 120 min; inhibition, % at 12.5 µM; 0.54% of 310,000 active; in the data active = inhibition above about 50%
# SR-BI DiI-HDL act: activators of SR-BI mediated HDL lipid uptake. CHO ldlA[mSR-BI] cells, DiI-HDL uptake fluorescence, 3 h; 100 = double the neutral-control signal. activation, % at 12.5 µM. 0.096% of 320,000 active;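 active = mean replicate activation of at least 60% and every replicate at or above 60%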;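 note: 0% = median plate neutral-control signal and 100% = twice that signal; values of inactives mirror those of a sister screen read the other way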
#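 Material: SR-BI-overexpressing, LDLR-lacking CHO cells | Dosing: Single compound concentration, delivered by pin transfer | Probe or stimulus: Labelled HDL, 10 µg/mL | Signal: Bottom-read cell fluorescence after medium removal, ex 550/em 595 nm | Schedule: 3 h, 37 °C | Evaluation: HDL uptake via cellular fluorescence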
# SR-BI HDL uptake: inhibitors of mouse SR-BI mediated HDL lipid uptake | 0.96% of 320,000 active | ldlA[mSR-BI] CHO cells, DiI-HDL uptake fluorescence, 3 h | inhibition, % at 12.5 µM;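 active = mean replicate inhibition of at least 70% and a set share of replicates each scoring 70 or more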;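 note: 0% = median of neutral control wells and 100% = median of positive control wells; values of inactives mirror those of a sister screen read the other way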
# dFosB activator: activators of mouse delta FosB homodimer; P13346; purified delta FosB, TAMRA-CDK5 oligo fluorescence polarization; percent of positive-control signal above neutral wells; activation, % at 25 µM; 0.99% of 340,000 active; AID 493131;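 active = mean activation above about 17%, with every replicate also reaching it, limit read from the data, passing the limit was not always enough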;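 note: fluorescence polarization rise as delta FosB binds a TAMRA Cdk5 AP-1 oligo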
# Target sequence (P13346 whole entry, looked up): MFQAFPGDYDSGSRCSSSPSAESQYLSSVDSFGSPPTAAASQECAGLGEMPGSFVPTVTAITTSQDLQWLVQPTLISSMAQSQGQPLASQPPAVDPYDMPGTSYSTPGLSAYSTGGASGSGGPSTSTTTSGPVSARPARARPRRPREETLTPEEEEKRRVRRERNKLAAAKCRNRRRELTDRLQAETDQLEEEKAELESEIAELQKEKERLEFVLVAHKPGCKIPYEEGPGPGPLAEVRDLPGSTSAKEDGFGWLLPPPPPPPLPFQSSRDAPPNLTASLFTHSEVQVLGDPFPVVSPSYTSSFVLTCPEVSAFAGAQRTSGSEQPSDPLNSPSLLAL
# CAL PDZ FP-1: inhibitors of human CAL PDZ peptide binding; Q9HD26; purified CAL PDZ, TMR-peptide fluorescence polarization, 1 h; inhibition, % at 20 µM; 0.02% of 330,000 active; AID 504414;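 active = highest replicate inhibition of at least 40%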;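 note: plate controls were DMSO neutral control wells for no effect and unlabeled competitor peptide control wells for full effect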
#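 Read-out basis: mP drop reported as inhibition | Assay system: Tagged CAL PDZ protein CerCALP, purified | Benchmarks: Unlabelled peptide for full inhibition, DMSO wells as neutral | Schedule: 1 h incubation at room temperature before polarization reading | Buffer or medium: Sodium phosphate/NaCl buffer pH 7.4 with TCEP, IgG, Thesit | Doses: Single point, 20 µM | Measured by: Fluorescence polarization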
# CAL PDZ FP-2: CAL PDZ (human) peptide binding inhibition; purified CAL PDZ, TMR-peptide fluorescence polarization, 1 h; 0.92% of 300,000 active; inhibition, % at 24.9 µM; AID 602252; Q9HD26;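 active = mean inhibition of at least 30% with at least half of replicates also reaching 30%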;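 note: 0% = DMSO neutral control and 100% = excess unlabeled competitor peptide PRC23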
# Rtt109 Vps75: C. albicans Rtt109 histone acetyltransferase inhibition; Q5AAJ8; purified Rtt109/Vps75, ThioGlo CoA-SH fluorescence, 4 h; inhibition, % at 34.9 µM; 0.16% of 330,000 active; AID 540336;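 active = inhibition of at least 50% in every replicate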
# Target sequence (Q5AAJ8 whole entry, looked up): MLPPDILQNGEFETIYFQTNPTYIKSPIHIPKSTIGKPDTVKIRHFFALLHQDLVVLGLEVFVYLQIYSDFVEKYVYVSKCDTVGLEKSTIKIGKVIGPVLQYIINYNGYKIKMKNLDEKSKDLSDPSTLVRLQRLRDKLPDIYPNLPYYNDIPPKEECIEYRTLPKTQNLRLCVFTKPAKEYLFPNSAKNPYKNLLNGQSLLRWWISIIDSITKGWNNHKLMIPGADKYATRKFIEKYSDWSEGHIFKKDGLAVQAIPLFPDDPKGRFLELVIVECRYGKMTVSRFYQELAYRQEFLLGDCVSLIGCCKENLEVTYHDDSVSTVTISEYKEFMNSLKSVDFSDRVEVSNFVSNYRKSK
# MITF TRPM1 HTS: activators of MITF-driven TRPM1 promoter activity in SK-MEL-5 cells; SK-MEL-5 TRPM1-promoter luciferase, 24 h; % of positive control, neutral wells = 0; activation, % at 12.5 µM; 0.75% of 300,000 active;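 active = mean activation of at least 80% with every replicate also reaching 80%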;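 note: 0% = neutral control wells and 100% = parthenolide positive control wells; values of inactives mirror those of a sister screen read the other way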
# PfHsp90 yeast 2: growth inhibition of yeast expressing Plasmodium Hsp90; S. cerevisiae expressing PfHsp90, BacTiter-Glo ATP, 48 h; yeast lacking PDR1 and PDR3 efflux regulators; inhibition, % at 9.4 µM; 0.32% of 310,000 active; AID 504621;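 active = every replicate shows inhibition above about 80%, whatever the replicate mean, limit read from the data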;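 note: 0% = DMSO neutral controls and 100% = 20 µM radicicol positive controls; yeast relying on Plasmodium falciparum Hsp90 in place of its own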
# PvdQ acylase: blocks Pseudomonas aeruginosa PvdQ acylase activity | AID 488965 | purified PvdQ acylase, fluorescence plate reader | inhibition, % at 10 µM | 0.063% of 340,000 active; in the data active = inhibition above about 30%, passing the limit was not always enough;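 note: 0% = vehicle neutral wells and 100% = reference inhibitor wells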
# * hit, by the source's call; x = no result given.
SMILES,NSD2 HMT inh,SR-BI DiI-HDL act,SR-BI HDL uptake,dFosB activator,CAL PDZ FP-1,CAL PDZ FP-2,Rtt109 Vps75,MITF TRPM1 HTS,PfHsp90 yeast 2,PvdQ acylase
CC(C)c1ccc(/C=C/C2=NNC(=O)CC2)cc1,0,16,-16,2,-1.1,x,-2,-5,11,5
COc1ccc(CN2CC[C@@H](N3CCOCC3)[C@H](O)C2)cc1F,2,25,-25,0,x,-5,-1,-1,-13,4
COc1ccc(-c2nnc(OC)c3ccccc23)cc1,-3,-25,25,-14,-1.9,-7,0,-9,-1,-12
CN(C(=O)c1ccc(S(=O)(=O)N2CCCCC2)cc1)C1CCS(=O)(=O)C1 (stereo unspecified),x,5,-5,-3,-0.7,2,-3,4,x,-10
Cc1ccc(NC(=O)C2CCN(C(=O)c3cccs3)CC2)cc1,-8,x,x,-2,-1.2,3,12,-8,13,8
O=c1c(-c2ccc(Cl)cc2)cnc2n1CCS2,x,10,-10,-1,-3.3,-3,1,37,10,0
O=S(=O)(c1ccccc1OC(F)(F)F)N1CCN(c2ccnc3cc(Cl)ccc23)CC1,x,-19,19,5,-1.6,-1,2,-12,4,-8
C/C=C(/C)C(=O)O[C@@H]([C@H](O)c1cc2ccc(=O)oc2cc1OC)C(C)(C)O[C@@H]1O[C@H](CO)[C@@H](O)[C@H](O)[C@H]1O,x,-36,36,-8,-0.7,-2,-3,1,-1,-11
O=C(NCc1ccccn1)Nc1cc(Cl)ccc1Cl,-2,-9,9,-2,-1.8,-5,0,-4,-14,-16
O=C(Cn1cc(C(F)(F)F)cc(Cl)c1=O)NC1CCS(=O)(=O)C1 (stereo unspecified),5,22,-22,5,0.2,-5,-4,-8,x,-7
O=C(O)c1ccccc1NS(=O)(=O)c1cccc(N=Nc2c(O)[nH]c(=S)[nH]c2=O)c1,4,25,-25,5,-2.7,1,10,-3,-18,-1
C/C(=N\n1c(C)cc(C)c(C#N)c1=O)c1cccs1,0,4,-4,1,x,0,2,13,13,15
Cc1ccc(N2CC(C(=O)Nc3ccc(S(=O)(=O)NCC4CCCO4)cc3)CC2=O)cc1 (stereo unspecified),1,-12,12,-7,-0.8,x,2,-18,-5,-6
Cn1cc(CN(Cc2ccccc2)C[C@@H]2CCC(=O)N2)c(-c2ccccc2F)n1,2,-14,14,-3,-0.4,-7,-4,-22,12,-12
CC(C)(C)C1COc2ccccc2N1C(=O)c1ccccc1Cl (stereo unspecified),-2,12,-12,-8,0.3,0,-2,3,-10,-16
CCOc1ccc(-n2c(=S)sc3c(=O)[nH]c(SCC(=O)N4CCC(C)CC4)nc32)cc1,5,-16,16,-4,-1.4,0,3,4,-9,4
CCn1c(C(C)NC(=O)c2cccs2)n[nH]c1=S (stereo unspecified),-1,4,-4,1,-0.1,x,14,5,3,5
O=C1C=C(Nc2ccc(O)cc2)CC(c2ccco2)C1 (stereo unspecified),8,11,-11,-9,-0.3,-1,6,-5,-16,-7
O=C(Nc1ccc(F)cc1)c1ccc(S(=O)(=O)NCc2cccnc2)cc1,-3,12,-12,1,-0.5,-3,-2,3,-33,-13
O=C1/C(=C/c2cccc([N+](=O)[O-])c2)Oc2cc(O)ccc21,0,-3,3,-13,-0.2,0,-17,18,-7,41*
CCOC(=O)N1CCN(c2cc(=O)n(-c3ccc(OCC)cc3)c(=O)[nH]2)CC1,0,10,-10,-2,-0.1,-4,11,-1,-13,-7
O=C(Nc1ccc(S(=O)(=O)N2CCCCC2)cc1)C1CC(=O)N(c2ccc(Cl)cc2)C1 (stereo unspecified),-2,-41,41,-1,-2.1,-3,13,-7,-9,-1
CC1(C(=O)N/N=C/c2ccc3c(c2)OCO3)CC1(Br)Br (stereo unspecified),1,8,-8,-5,-2.6,1,-14,-3,-5,-19
COc1cc(Cl)cc(C2NC(=S)NC(c3ccccc3)=C2C(C)=O)c1OCC(=O)O (stereo unspecified),-1,2,-2,-3,x,4,-14,7,14,-6
COc1ccc(-c2csc(Cc3nnc(N4CCOCC4)n3-c3ccccc3)n2)cc1OC,6,-8,8,-7,x,-2,0,-14,6,-1

# Brought forward from above: three compounds; new compounds follow.
SMILES,NSD2 HMT inh,SR-BI DiI-HDL act,SR-BI HDL uptake,dFosB activator,CAL PDZ FP-1,CAL PDZ FP-2,Rtt109 Vps75,MITF TRPM1 HTS,PfHsp90 yeast 2,PvdQ acylase
CC1(C(=O)N/N=C/c2ccc3c(c2)OCO3)CC1(Br)Br (stereo unspecified),1,8,-8,-5,-2.6,1,-14,-3,-5,-19
COc1cc(Cl)cc(C2NC(=S)NC(c3ccccc3)=C2C(C)=O)c1OCC(=O)O (stereo unspecified),-1,2,-2,-3,x,4,-14,7,14,-6
COc1ccc(-c2csc(Cc3nnc(N4CCOCC4)n3-c3ccccc3)n2)cc1OC,6,-8,8,-7,x,-2,0,-14,6,-1
Cc1nc(N(C)C)c2sc(=S)n(-c3ccccc3)c2n1,-2,20,-20,9,-0.9,-2,-6,-6,-8,-18
COc1ccc(C(=O)NCC(=O)NCC(=O)OCC(=O)c2ccc(Br)cc2)cc1,-1,40,-40,-13,1.2,1,-12,-3,-9,-9
Cc1cccc(NC(=O)c2nc[nH]c2C(=O)N[C@H](C)c2ccccc2)c1,x,-34,34,-5,-1.7,-2,2,2,-38,-8
O=S(=O)(c1ccc(NC(=S)Nc2ccc3c(c2)OCO3)cc1)N1CCOCC1,3,23,-23,-1,-1.4,-9,0,6,-7,-6
COCCCn1c(C(=O)Nc2ccc3c(c2)OCO3)cc2c(=O)n3ccccc3nc21,-7,-7,7,-4,1.2,-2,2,15,-12,-2
COc1ccc(-n2c(SCC(=O)Nc3ccccc3)nc(O)cc2=O)cc1,1,25,-25,-18,-1.3,16,-14,-4,17,-6
COc1ccc(Cn2cnc3c([N+](=O)[O-])c(C)c(C)cc32)cc1,2,-17,17,-10,-1.1,x,-5,5,6,-3
Cc1ccc(NC(=O)CN(C)S(=O)(=O)c2cccc3cccnc23)cc1,x,-3,3,-8,-0.7,x,4,-5,-1,-9
O=C(COC(=O)c1cc[n+]([O-])cc1)Nc1cccc(Br)c1,-1,-2,2,-10,-3.0,-1,33,-8,-7,16
C[C@@H](NC(=O)c1nc[nH]c1C(=O)NCCCCCNC(=O)OC(C)(C)C)c1ccccc1,x,-10,10,-17,-0.9,-3,18,-13,6,-16
O=C(N/N=C/c1ccc([N+](=O)[O-])cc1)c1cc2ccccc2o1,-5,-6,6,2,-0.3,-1,x,-11,0,4
COc1ccc(OC)c(NC(=O)COC(=O)c2ccc(-n3cnnn3)cc2)c1,0,-2,2,3,-1.9,5,2,x,7,-15
Cc1ccc(S(=O)(=O)CCC(=O)Nc2ccccc2C)cc1,-2,13,-13,-1,x,-7,4,-5,31,-10
Cc1cccc(/C=N/n2c(-c3ccco3)n[nH]c2=S)c1,x,x,x,-5,-1.1,-2,3,x,-13,-13
Cn1c(N2CCCC2)nc2c1c(=O)[nH]c(=O)n2C,0,13,-13,3,-0.5,-1,-9,x,-5,-11
Cn1c(C(N)=O)cnc1Sc1ncc(C(F)(F)F)cc1Cl,-3,9,-9,-3,0.3,-2,-5,-24,-45,-10
COc1ccc(/C=C2\SC(=S)N(CC(=O)OCC(=O)Nc3cc(Cl)cc(Cl)c3)C2=O)cc1,-2,x,x,-6,1.1,27,2,5,4,3
CN(/C(=N\S(=O)(=O)c1ccccc1)C(F)(F)F)c1ccccc1,1,x,x,5,-0.7,x,-1,x,-41,-3
CN(C)c1ccc(S(=O)(=O)c2ccc(Cl)cc2)cc1,28,33,-33,-7,2.0,-3,20,2,0,5
CCOc1nc(-c2ccc(OC)cc2)ccc1-c1noc(C)n1,-2,-62,62,-8,-3.2,1,-9,9,x,-17
O=C(Nc1ccc2c(c1)OCCO2)c1cc2sccc2n1Cc1ccccc1,x,-54,54,-12,x,-9,-3,14,-93,-15
CCOC(=O)c1c(S(=O)(=O)NCC(=O)Nc2ccc(OC)cc2)c(C)n(C)c1C,1,-2,2,2,-2.1,0,-6,0,4,-13
CCC1=[N+]([O-])C(C)(/C(C)=N\O)N(O)C1(C)C (stereo unspecified),96*,17,-17,-2,-0.1,-3,5,x,-24,-12
CCOc1ccc(N(CC(=O)NCCc2ccccc2)C(=O)c2csnn2)cc1,-3,-6,6,0,-0.5,2,5,20,18,-11
Nc1ccc2c3c(cccc13)CC2,7,20,-20,-6,0.4,-4,14,-8,-4,11

# Continuation:
SMILES,NSD2 HMT inh,SR-BI DiI-HDL act,SR-BI HDL uptake,dFosB activator,CAL PDZ FP-1,CAL PDZ FP-2,Rtt109 Vps75,MITF TRPM1 HTS,PfHsp90 yeast 2,PvdQ acylase
Cc1ccc(NS(=O)(=O)c2c(C)[nH]c(C)c2C(=O)N2CCCC2)cc1Cl,5,-5,5,-10,-1.7,-1,2,-5,-18,5
O=C(NCc1ccccc1)C(c1cccs1)N(Cc1cccs1)C(=O)c1cnccn1 (stereo unspecified),1,6,-6,-5,-0.8,-1,x,x,x,-8
CC1Nc2ncnc(N3CCN(c4ccccc4)CC3)c2N(Cc2ccccc2)C1=O (stereo unspecified),x,9,-9,1,0.3,0,0,-10,7,-15
Cc1ccccc1NS(=O)(=O)c1csc(C(N)=O)c1,-7,1,-1,0,-0.9,-1,0,-2,-57,-14
CC[C@@]1(C(=O)OC)N[C@H](CN(C)C(=O)COC)[C@@H]2C(=O)N(Cc3ccccc3)C(=O)[C@@H]21,x,-2,2,9,-0.5,-4,-17,-1,-1,1
CC(C)c1cccc(C(C)C)c1NC(=O)COc1nncc2ccccc12,-2,1,-1,-1,-1.8,0,1,-5,24,-28
CN1CCc2c(n(CC(O)CN(CCO)CCO)c3ccccc23)C1=O (stereo unspecified),1,21,-21,-1,-1.5,0,-6,4,-4,-4
O=C(c1ccc2nc(Cc3ccccc3F)oc2c1)N1CCCC1,19,-1,1,-5,-2.8,-1,-18,55,6,-6
C#CCNC(=O)C1=C[C@@H](c2ccc3c(c2)OCO3)[C@H](CCCO)[C@@H](OCC)O1,x,19,-19,-1,0.4,-3,2,8,-6,-13
COc1cccc(-c2csc(N3CCN(C(=S)Nc4ccccc4Cl)CC3)n2)c1,0,-14,14,0,-2.6,-2,x,29,-31,4
CN1CCN(CCC(=O)N/N=C/c2cc([N+](=O)[O-])ccc2OC(F)F)CC1,6,-5,5,-1,-0.5,4,2,1,-3,-7
CCN1CCCC1CNC(=O)c1ccc(Sc2ccccc2Cl)c([N+](=O)[O-])c1 (stereo unspecified),25,0,0,-5,-1.3,-3,10,-2,x,0
COc1ccc(CC(=O)NC2=NCCS2)cc1,-4,15,-15,6,-2.5,4,1,-4,-4,-4
CCOCCCNC(=O)c1cn(CC)c2ccc(S(=O)(=O)N3CCC(C)CC3)cc2c1=O,-4,7,-7,-13,-1.4,-10,1,-3,-8,-11
CC(=O)NNC(=O)c1ccncc1,-5,8,-8,-1,0.0,-4,1,2,-28,-16
O=C(CC12CC3CC(CC(C3)C1)C2)NCO,0,-4,4,-12,-1.5,x,1,10,0,1
